Screening results (PubChem)
FXIIa inh – human FXIIa protease inhibitors, primary screen, biochemical, 1536-well; Coagulation factor XII (Homo sapiens), P00748; purified FXIIa, Boc-QGR-AMC fluorogenic substrate, 2 h; inhibition, % at 5 µM; hit rate 0.3% among 220,000; AID 800, 2007; in the data active means inhibition above about 40%;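 further: 0% = enzyme with no compound and 100% = blank without enzyme; many of its hits are not listed in these tables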
Wee1 stabilizer – Wee1 degradation inhibitors, primary screen, cell-based, HeLa, Wee1K328M-luciferase, luminescence; HeLa Luc-Wee1K328M stability; 100% = proteasome inhibitor MG132 effect; reporter increase, % at 5 µM; hit rate 1.2% among 220,000;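 active means activation above the mean of all tested compounds plus 3 SD, set per screening run, cut at about 8.8% in these data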;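 further: cells exposed to compound for 20 h before luminescence read; 0% = DMSO alone and 100% = MG132 at 30 µM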
FXIa inh – human FXIa protease inhibitors, primary screen, biochemical, 1536-well. purified FXIa, Boc-Glu-Ala-Arg-AMC fluorogenic substrate. inhibition, % at 5 µM. hit rate 0.14% among 220,000. AID 798, 2007;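 active means inhibition of at least 40%; inactive means inhibition below 40%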;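 further: fluorescence of freed AMC excited at 355 nm; 0% = enzyme without compound and 100% = no enzyme blank; many of its hits are not listed in these tables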
Target sequence (P03951 19-387 limits assumed): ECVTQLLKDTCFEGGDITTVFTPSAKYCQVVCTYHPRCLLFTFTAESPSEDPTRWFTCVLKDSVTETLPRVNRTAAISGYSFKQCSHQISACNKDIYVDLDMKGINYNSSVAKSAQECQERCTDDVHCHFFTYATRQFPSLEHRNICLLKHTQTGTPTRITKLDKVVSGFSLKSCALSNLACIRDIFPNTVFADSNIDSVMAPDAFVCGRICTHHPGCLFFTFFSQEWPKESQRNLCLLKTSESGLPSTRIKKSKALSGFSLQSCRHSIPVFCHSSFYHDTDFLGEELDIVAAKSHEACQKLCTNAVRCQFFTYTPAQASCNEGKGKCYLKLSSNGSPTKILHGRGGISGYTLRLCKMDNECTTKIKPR
Target sequence (P03951 388-625 limits assumed): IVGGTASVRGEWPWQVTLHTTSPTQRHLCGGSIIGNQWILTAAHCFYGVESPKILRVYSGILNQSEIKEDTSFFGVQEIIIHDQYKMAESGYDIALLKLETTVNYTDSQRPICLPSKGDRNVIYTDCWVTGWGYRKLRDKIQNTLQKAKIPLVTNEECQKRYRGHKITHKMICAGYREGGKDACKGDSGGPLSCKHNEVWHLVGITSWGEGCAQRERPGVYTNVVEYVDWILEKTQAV
KCC2 mod – KCC2 cotransporter modulators, thallium flux, primary screen, cell-based, HEK293 KCC2, FluoZin-2 fluorescence, MLSMR; B-score of Tl+ flux slope (higher = more flux/activation; lower = inhibition) at 10 µM; AID 1456, 2008; hit rate 2.2% among 190,000; Solute carrier family 12 member 5 (Homo sapiens), Q9H2X9; KCC2 cells, thallium flux FluoZin-2 fluorescence;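 active means thallium flux slope and its plate-corrected score both differing from the plate sample mean at a set confidence after two filtering rounds, in either direction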;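 further: slope of fluorescence scaled to starting intensity during 10 to 20 s after thallium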
Furin inhibitor – human furin inhibitors, primary screen, biochemical, fluorescence intensity; P09958; purified furin, fluorogenic substrate cleavage; inhibition, % at 30 µM; hit rate 0.061% among 220,000; AID 463115, 2010; in the data active means inhibition above about 25%; further: inactives centre near -15
hK5 inh – human KLK5 protease inhibitors, primary screen, biochemical, 1536-well | Kallikrein-5 (Homo sapiens), Q9Y337 | recombinant hK5, fluorogenic AMC substrate cleavage | inhibition, % at 5 µM | hit rate 0.59% among 210,000;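 active means inhibition of 40% or more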;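 further: 0% = enzyme controls without compound and 100% = no-enzyme blanks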
Target sequence (Q9Y337 67-293 limits assumed): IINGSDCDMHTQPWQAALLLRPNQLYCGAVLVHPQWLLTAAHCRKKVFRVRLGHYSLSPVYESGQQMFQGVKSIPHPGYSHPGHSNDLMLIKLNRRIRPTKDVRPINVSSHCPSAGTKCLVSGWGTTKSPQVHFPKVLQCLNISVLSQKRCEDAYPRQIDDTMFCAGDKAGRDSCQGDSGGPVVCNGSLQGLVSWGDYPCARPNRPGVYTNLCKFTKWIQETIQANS
PERK inhibitor – block of dimerizer-induced PERK translation repression, primary screen, PERK inhibitor project, CHO PERK-DD cells, SEAP luminescence, HTS; Eukaryotic translation initiation factor 2-alpha kinase 3 (Homo sapiens), Q9NZJ5; CHO PERK-DD fusion, SEAP luminescence translation reporter; inhibition, % at 5.6 µM; hit rate 0.17% among 220,000;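 active means inhibition above the mean inhibition of all tested compounds plus 3 SD, set separately per screening campaign, cut at about 2.9% in these data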;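 further: PERK kinase domain activated by AP20187 dimerizer at 100 nM; 0% = DMSO with dimerizer and 100% = rapamycin at 8.4 µM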
p97 ATPase inh – inhibitors of human p97 ATPase, primary screen, biochemical. Transitional endoplasmic reticulum ATPase (Homo sapiens), P55072. recombinant p97 ATPase, Kinase-Glo ATP luminescence, 3 h. inhibition, % at 8 µM. hit rate 0.42% among 220,000. AID 1481, 2009; in the data active means inhibition above about 15%;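 further: 0% = DMSO vehicle and 100% = wells lacking enzyme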
thrombin 1536 – human alpha-thrombin inhibitors, primary screen, counter-screen for coagulation protease inhibitor project, biochemical, 1536-well, fluorogenic AMC substrate; hit rate 0.26% among 220,000; inhibition, % at 5 µM; Boc-VPR-AMC fluorogenic substrate cleavage; Prothrombin (Homo sapiens), P00734;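 active means inhibition at or above 40%; inactive means inhibition below 40%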;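 further: 0% = enzyme with no compound and 100% = wells without enzyme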
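System: human alpha-thrombin protein; Compound dosing: one concentration per compound, 5 µM, with 0.2% DMSO; Timing: reaction at room temperature; Technique: AMC fluorescence, 355/460 nm; Controls: enzyme without compound as high, wells lacking enzyme as low.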
* hit, by the source's call; . = no result given; [ ] = another dose, or the depositor's remark.

SMILES	FXIIa inh	Wee1 stabilizer	FXIa inh	KCC2 mod	Furin inhibitor	hK5 inh	PERK inhibitor	p97 ATPase inh	thrombin 1536
CCOC(=O)c1cnc(SC)nc1Oc1cccc(NS(=O)(=O)c2ccc(C)cc2)c1	7	0	-18	.	-10	-25	-0.6	-6	-1
Oc1ccc(-c2nc3ccccc3s2)cc1	-1	1	-7	-0.98	-26	-8	0.5	-4	42*
COc1ccc(NCc2nc3ccccc3n2CCOc2ccccc2)cc1	13	0	6	-0.088	-4[20 µM]	7	-0.9	-4	-1
COC(=O)c1ccc(Cn2nc(C)c(Cl)c2C)o1	12	-4	16	-1.1	29*[20 µM]	2	-0.8	4	4
CCCc1cc(C(=O)Cc2ccc(F)cc2)c(O)cc1O	12	2	4	-1.6	8[20 µM]	-9	0.6	-14	1
O=C(N[C@@H](Cc1ccccc1)c1nc2ccccc2[nH]1)c1cc([N+](=O)[O-])ccc1Cl	15	0	1	-2	-20	-21	-0.7	9	-1
COc1ccc(Cl)cc1C(=O)NNC(=O)CN1C(=O)C2CC=CCC2C1=O (stereo unspecified)	7	-3	-3	0.038	-28	-8	0.1	1	-8
CN(Cc1ccccc1)Cc1nc2c(c(=O)n(C)c(=O)n2C)n1CCCc1ccccc1	6	1	3	-0.47	-8[20 µM]	-19	-0.1	-4	1
CCN(CC)c1ccc(/C=C(\C#N)C(N)=O)cc1	4	0	-4	-1.9	1	0	0.2	2	-6
O=S(=O)(N/N=C\C=C\c1ccccc1)c1ccc(Cl)cc1	7	-3	0	0.3	-16[20 µM]	3	0.7	3	4
Cc1ccc2[nH]cc(C(=O)CN3CCN(c4ccccn4)CC3)c2c1	11	0	0	0.24	-8	-2	-0.1	-3	-7
CC1S/C(=C(\C#N)C(N)=O)N(c2ccc(F)cc2)C1=O (stereo unspecified)	14	0	2	0.81	-23	4	0.3	2	-1
Cc1ccc(C(=O)N2CCN(c3ccc([N+](=O)[O-])c(NCc4ccco4)c3)CC2)cc1	19	4	0	-1.1	-1	9	-1.0	1	2
CCN(CC)C(=O)c1ccc(Oc2ccc([N+](=O)[O-])cc2Cl)cc1	5	3	-7	-2.5	-8	-7	0.2	-3	1
CCCCn1nnnc1SCC(=O)c1ccc(C)c(C)c1	5	-2	-8	-2.6	-2	4	-0.3	-11	-3
CCc1nnc(NC(=O)CSc2nnc(Cc3ccccc3)n2-c2ccc(OC)cc2)s1	1	3	3	-0.12	-12[20 µM]	-4	0.5	-3	-5
CC1CC(C)(C)NC(=S)N1CCC(=O)N1CCN(c2ccccc2)CC1 (stereo unspecified)	5	-3	-2	.	-30	-1	0.4	15*	-4
O=C1c2ccccc2C(Nc2ccc3c(c2)OCO3)N1Cc1ccc2c(c1)OCO2 (stereo unspecified)	9	-2	-1	0.039	-15	-6	-0.8	-6	-5
CCOC(=O)c1c(C)n(C)c2ccc(OCC(O)Cn3nc(C)cc3C)cc12 (stereo unspecified)	0	1	1	-0.0056	11[20 µM]	-1	-0.2	4	-4
COc1cc(C)ccc1OCCOCCN(C)Cc1ccccc1	16	-2	6	-0.0048	-23	-15	-1.1	5	-5

The last 2 records of the part above lead into the next.
SMILES	FXIIa inh	Wee1 stabilizer	FXIa inh	KCC2 mod	Furin inhibitor	hK5 inh	PERK inhibitor	p97 ATPase inh	thrombin 1536
CCOC(=O)c1c(C)n(C)c2ccc(OCC(O)Cn3nc(C)cc3C)cc12 (stereo unspecified)	0	1	1	-0.0056	11[20 µM]	-1	-0.2	4	-4
COc1cc(C)ccc1OCCOCCN(C)Cc1ccccc1	16	-2	6	-0.0048	-23	-15	-1.1	5	-5
CC1=NN(C(N)=S)C(=O)C1N=Nc1ccccc1C (stereo unspecified)	10	0	3	18*	-21[20 µM]	-44	-0.1	2	-1
O=c1[nH][nH]c(C(F)(F)F)c1C=Nc1ccc(Cl)cc1	15	0	-1	0.047	-17	-1	-0.2	3	-2
OC1(c2ccccc2)C/C(=N\n2cnnc2)C=C1c1ccccc1 (stereo unspecified)	16	-2	-3	1.3	-8	8	-0.7	-1	-2
C/C(=N\Nc1ccc([N+](=O)[O-])cc1)c1cccc(N)c1	9	-3	5	-1.2	-2[20 µM]	1	-1.0	0	0
O=C(N/N=C/c1cc([N+](=O)[O-])ccc1O)c1ccncc1	16	1	3	-0.33	-21	-17	1.6	6	6
CCCc1cc(=O)n2[nH]c(NCc3ccc(OC)c(OC)c3)nc2n1	2	5	-7	1.1	-29	-5	-0.3	-1	-4
c1ccc(-c2ccccc2OCCN2CCCCC2)cc1	6	3	-2	0.77	-20	-15	-0.4	4	-4
Cc1cc(S(=O)(=O)NCC(C)C)ccc1OCC(=O)NCC1CCCO1 (stereo unspecified)	4	-3	-6	0.4	-16	-25	0.7	2	-5
C=CCNS(=O)(=O)c1ccc(N2C(=O)c3ccccc3C2=O)cc1	8	5	-6	0.056	-12	-4	0.7	0	-9
COc1ccc(/C=N/NC(=O)C(=O)N2CCCC2)cc1OC	1	1	1	-0.56	-1	-3	0.6	-5	7
CCCc1nnc2n1N=C(c1ccc(-c3cc(Cl)ccc3Cl)o1)CS2	6	-2	10	-0.012	-27[20 µM]	-17	0.2	-1	0
Nc1nnc(CC(c2ccccc2)c2ccccc2)s1	11	-1	-12	1.4	-19[20 µM]	10	0.6	3	5
COc1cc(NC(=O)CN2C(=O)NC(C)(CCC(C)C)C2=O)cc(OC)c1 (stereo unspecified)	12	1	1	-1.4	-23	-8	0.5	-1	0
O=C(NCc1nc(-c2ccccc2)cs1)c1ccccc1	9	0	-4	-4.3*	-18	.	0.9	2	-7
Oc1ccc(Oc2ncc(Cl)cc2Cl)cc1	-4	-3	-10	-0.48	-20[20 µM]	2	0.9	-2	-9
CC(=O)Nc1ccc(NC(=O)/C=C/c2ccc(Cl)cc2)cc1	8	-1	2	-0.086	-10	2	0.9	-4	-10
CCOC(=O)C1=C(C)N=c2s/c(=C\c3ccc(OC(C)=O)cc3)c(=O)n2C1/C=C/c1ccccc1 (stereo unspecified)	12	0	8	-0.064	-17	-1	0.5	3	3
CCCc1cc(=O)[nH]c(SCC(=O)c2[nH]c(C)c(C(=O)OCC)c2C)n1	22	-2	11	-0.45	-3	-5	1.8	3	0
OC(COCc1ccc(Cl)cc1)CN1CCN(CC(O)COCc2ccc(Cl)cc2)CC1 (stereo unspecified)	-1	-4	-3	-0.0016	-7[20 µM]	4	-1.4	-1	-4
CCN(CC)CCCN1C(=O)C(O)=C(C(=O)c2sc(C)nc2C)C1c1ccco1 (stereo unspecified)	11	-2	18	0.061	-12	-8	0.6	0	4
CN(C)c1ccc(/C=N\NC(=O)CC#N)cc1	5	1	-2	0.53	-4	-7	0.6	5	-7
CCOC(=O)C1CCN(Cc2nc3ccc([N+](=O)[O-])cc3c(=O)n2-c2ccc(OC)cc2OC)CC1	8	-2	-2	-1.1	-16	0	0.5	4	0
CC(=O)N1CCN(CC(=O)Nc2cccc(S(=O)(=O)N3CCCCCC3)c2)CC1	6	-1	1	.	-12	5	-0.1	-1	-3
CCOc1ccc(NC(=O)CCSc2ccc(C)cc2)cc1	-3	-2	-3	1.1	-16	-15	0.4	-6	-7
O=C(Nc1ccc(-c2nnc(-c3ccccc3)o2)cc1)C(F)(F)F	8	-2	-2	.	-6	-3	0.5	3	-8
COc1ccc(Cl)cc1NC(=O)CCCN1C(=O)CCC1=O	6	-1	-14	0.36	-8[20 µM]	-20	-0.1	-2	-2
O=C(CCc1ccccc1)NC(=S)NCc1ccco1	10	2	3	0.88	-20	.	1.2	3	4
COCC(=O)n1nc(-c2ccccc2)nc1NCc1ccccc1	5	8	2	-0.079	-20	4	1.4	2	91*
COc1cc(-c2nnc(COC(=O)CSc3cc(C)c4ccccc4n3)o2)cc(OC)c1OC	-7	-2	-1	1.4	-10	11	-0.1	-3	-4
COC(=O)C1=C(C)N(C2CCCCC2)C(=O)C1	12	0	3	6.2*	-11[20 µM]	1	0.4	-2	-3
CSc1nc(N)nc(SCC(=O)Nc2ccc(Cl)cc2)c1C#N	1	1	-6	.	-22[20 µM]	-8	0.4	5	-4
Cc1ccc(-c2nnc(SCC(=O)NNC(=O)COc3ccccc3C)n2C)cc1	13	-2	6	-0.066	-10	-21	0.9	4	3
CCCCCn1ccc(=N)cc1	27	-1	7	.	-17[20 µM]	14	2.0	5	11
CCOc1ccccc1C(=O)N[C@H](C(=O)Nc1ccc(OC)c(S(=O)(=O)N2CCOCC2)c1)C(C)C	0	-1	-12	-0.32	-15	-8	0.0	2	-30
CC(=O)c1cccc(NC(=O)C2C(c3ccccc3)C2(Cl)Cl)c1 (stereo unspecified)	12	4	2	-1.3	-20	1	1.8	28*	0
Oc1ccccc1-c1cc(C(F)(F)C(F)F)[nH]n1	0	-1	-6	-0.2	10[20 µM]	1	0.2	2	-6
COc1ccc(/C=C/C(=O)C(C(N)=O)=C2SCCS2)cc1	9	-2	4	0.026	3	-6	0.8	4	-12
O=C(CCCn1c(=S)[nH]c2ccccc2c1=O)N1CCOCC1	18	-1	7	0.86	-18	-3	1.2	5	2
CCN1CCN(Cc2ccc(NC(=O)c3ccc(C)c(NC(=O)c4nccnc4N)c3)cc2C(F)(F)F)CC1	3	.	0	1.1	-19	1	.	.	-3
Cc1cccc2[nH]c3c(=O)n(CCN4CCNCC4)cnc3c12	13	0	2	0.1	-29	-9	0.3	6	-2
CCN(CCNC(=O)CCCn1nc(C)n2c(cc3sccc32)c1=O)c1ccccc1	6	-1	-2	-4.2	-27	-8	-0.6	-4	-8
C=C1c2ccccc2S(=O)(=O)N(Cc2ccccc2)C1COCc1ccccc1 (stereo unspecified)	3	.	-2	-0.31	-18	-1	.	.	-2
O=C(Nc1ccc2c(c1)OCCO2)c1ccco1	9	2	1	0.022	-15[20 µM]	-8	-0.7	-12	3
Cc1cccc(NC(=O)c2ccc(-n3cccn3)c([N+](=O)[O-])c2)c1	3	0	0	-1.3	-5	-5	-0.1	-3	-8
COc1ccc(S(=O)(=O)N2CCCCC2)cc1NC(=O)c1cccnc1SC	6	3	-1	0.13	-25	3	0.1	3	-1
Cn1c(=O)c2c(-c3ccc(C(C)(C)C)cc3)n(N3CCOCC3)cc2n(C)c1=O	16	0	7	1.1	-8	4	0.2	-8	-1
Cc1ccc(-n2nc3cc(C)c(NC(=O)c4cccnc4)cc3n2)cc1	15	0	8	0.57	35*[20 µM]	-6	1.1	5	4

One compound at a time (already shown).
COc1ccc(S(=O)(=O)N2CCCCC2)cc1NC(=O)c1cccnc1SC is listed with FXIIa inh: 6; Wee1 stabilizer: 3; FXIa inh: -1; KCC2 mod: 0.13; Furin inhibitor: -25; hK5 inh: 3; PERK inhibitor: 0.1; p97 ATPase inh: 3; thrombin 1536: -1
C=C1c2ccccc2S(=O)(=O)N(Cc2ccccc2)C1COCc1ccccc1 (stereo unspecified) is listed with FXIIa inh: 3; Wee1 stabilizer: .; FXIa inh: -2; KCC2 mod: -0.31; Furin inhibitor: -18; hK5 inh: -1; PERK inhibitor: .; p97 ATPase inh: .; thrombin 1536: -2
